OX1R antag-1: antagonists of human orexin 1 receptor; O43613; CHO/OX1R cells, Fluo-8 calcium fluorescence, orexin A; inhibition, % at 5 µM; hit rate 0.43% among 330,000; AID 434989;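 active means inhibition above its plate's threshold, mean inhibition of all tested compounds on the plate plus 3 SD, cut at about 37% in these data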;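 further: 0% = orexin A challenge wells and 100% = SB-334867-A antagonist wells; not every result past the cut was called active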
Target sequence (O43613 whole entry, looked up): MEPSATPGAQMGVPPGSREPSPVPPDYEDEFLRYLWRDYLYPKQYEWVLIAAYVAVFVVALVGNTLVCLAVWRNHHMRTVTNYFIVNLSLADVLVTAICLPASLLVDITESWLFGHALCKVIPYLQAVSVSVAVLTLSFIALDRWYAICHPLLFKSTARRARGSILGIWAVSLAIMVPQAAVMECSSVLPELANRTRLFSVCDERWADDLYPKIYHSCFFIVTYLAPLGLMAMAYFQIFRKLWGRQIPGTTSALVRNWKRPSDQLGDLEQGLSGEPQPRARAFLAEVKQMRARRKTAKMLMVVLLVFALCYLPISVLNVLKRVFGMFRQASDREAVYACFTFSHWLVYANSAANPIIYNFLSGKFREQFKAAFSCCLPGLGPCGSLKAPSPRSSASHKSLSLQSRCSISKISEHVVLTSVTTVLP
OX1R antag-2: antagonists of human orexin 1 receptor (OX1R). OX1R-expressing cells, FRET antagonist read-out. inhibition, % at 6.6 µM. hit rate 1.8% among 330,000. AID 485270; in the data active means inhibition mostly above about 38%, no sharp cut-off; inactive means mostly below about 40%;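 further: 0% = agonist challenge alone and 100% = reference antagonist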
An asterisk follows results filed as active.

The opening 2 compounds, to show the layout:
Results for O=C(O)c1ccc(/C=N/Nc2cccc(C(F)(F)F)c2)cc1 ?
OX1R antag-1: 8.8; OX1R antag-2: 11.9

Results for O=C(CC(=O)Nc1ccccc1C(F)(F)F)Nc1ccccc1C(F)(F)F ?
OX1R antag-1: -20.5; OX1R antag-2: -2.4

All compounds of this part, from the start:
Results for O=C(O)c1ccc(/C=N/Nc2cccc(C(F)(F)F)c2)cc1 ?
OX1R antag-1: 8.8; OX1R antag-2: 11.9

Results for O=C(CC(=O)Nc1ccccc1C(F)(F)F)Nc1ccccc1C(F)(F)F ?
OX1R antag-1: -20.5; OX1R antag-2: -2.4

Results for CC(C)C(NC(=O)c1cccs1)C(=O)NC1=NCCS1 (centres undefined) ?
OX1R antag-1: -17.2; OX1R antag-2: 7.1

Results for Cc1ccc(-n2nc3c(c2NC(=O)c2c(F)cccc2Cl)CS(=O)(=O)C3)cc1C ?
OX1R antag-1: -22.3; OX1R antag-2: 16.0

What do the screens show for `CC(C)(CNC(=O)Cc1ccc(Br)cc1)N1CCOCC1`?
OX1R antag-1: -9.5; OX1R antag-2: 21.9

How did COc1ccc(NC(=O)c2ccccc2)cc1 do in these assays?
OX1R antag-1: -9.1; OX1R antag-2: 1.0

How did COc1ccccc1N1CCN(C(=O)c2cc3c(=O)n(C)c4ccccc4c3n2C)CC1 do in these assays?
OX1R antag-1: -32.6; OX1R antag-2: 7.7

What do the screens show for `CC(C)(C)C(=O)COC(=O)c1ccc(N)c([N+](=O)[O-])c1`?
OX1R antag-1: -0.6; OX1R antag-2: 19.3

Results for CCC(=O)Nc1ccc2c(c1)nc(CCN1CCCCC1)n2C ?
OX1R antag-1: 0.6; OX1R antag-2: 0.1

Results for CN1CCN(c2nc3ccccn3c(=O)c2C=C(C#N)C#N)CC1 ?
OX1R antag-1: -6.3; OX1R antag-2: 14.5

Results for O=C(NCc1ccco1)c1nc2ncccn2n1 ?
OX1R antag-1: -2.0; OX1R antag-2: 7.4

What do the screens show for `CC(C)(C)c1ccc(-c2cc(C(=O)NNC(=O)Nc3ccccc3)c3ccccc3n2)cc1`?
OX1R antag-1: -32.7; OX1R antag-2: 32.2

Results for CCc1nnc(NC(=O)CSc2nnc(-c3ccccc3O)o2)s1 ?
OX1R antag-1: 16.3; OX1R antag-2: 45.2

What do the screens show for `COc1ccc(Cc2nnc(SCC(=O)Nc3ccc(C)c(C)c3)o2)cc1OC`?
OX1R antag-1: -22.9; OX1R antag-2: 22.9

What do the screens show for `Cc1cc(C(=O)NNC(=S)NCc2ccccc2)cs1`?
OX1R antag-1: -8.0; OX1R antag-2: 4.6

Results for CCCCCn1c(CN2CCN(CCO)CC2)nc2c1c(=O)n(C)c(=O)n2C ?
OX1R antag-1: -13.7; OX1R antag-2: 10.9

Results for CCN(C(C)=O)c1nc(CCl)cs1 ?
OX1R antag-1: -17.1; OX1R antag-2: 1.2

Results for O=C(CN(c1ccc(Cl)c(C(F)(F)F)c1)S(=O)(=O)c1ccccc1)N/N=C/c1cccc2c1OCCO2 ?
OX1R antag-1: -28.5; OX1R antag-2: 4.9

How did COc1cc(/C=C2/SC(=S)N(CC(=O)NC(C)(C)C)C2=O)cc(OC)c1OC do in these assays?
OX1R antag-1: -20.4; OX1R antag-2: 22.0

What do the screens show for `Cc1ccc(S(=O)(=O)N(C)C)cc1NC(=S)Nc1cccc2ccccc12`?
OX1R antag-1: -13.4; OX1R antag-2: 49.2

Results for CC[N+](C)(C)CC/C=C1/c2ccccc2Sc2ccc(Cl)cc21 ?
OX1R antag-1: -17.9; OX1R antag-2: -0.2

What do the screens show for `Cc1ccc(Cn2cnc3c(cnn3C(C)(C)C)c2=O)cc1`?
OX1R antag-1: -25.1; OX1R antag-2: 1.8

How did COc1ccc(-c2cc(C)no2)cc1S(=O)(=O)N1CCCN(Cc2ccc(F)cc2)C1 do in these assays?
OX1R antag-1: -11.9; OX1R antag-2: 32.6

What do the screens show for `Cc1ccc(S(=O)(=O)c2cc3c(=O)n4ccccc4nc3n(CCCN3CCOCC3)c2=N)cc1C`?
OX1R antag-1: -18.1; OX1R antag-2: 25.9

Results for COc1ccccc1CCNC(=O)C(=O)NCC1OCCN1S(=O)(=O)c1ccc(OC)c(OC)c1 (centres undefined) ?
OX1R antag-1: -17.9; OX1R antag-2: 22.1

Results for COc1cc(NC(=O)CN2C(=O)NC(C)(c3ccc(OC(F)F)cc3)C2=O)cc(OC)c1OC (centres undefined) ?
OX1R antag-1: -11.4; OX1R antag-2: 16.0

What do the screens show for `CCc1c(C)nc2cc(-c3cc(OC)cc(OC)c3)nn2c1N1CCCC1`?
OX1R antag-1: -38.0; OX1R antag-2: 6.8

Results for CCc1ccc(C2C(C#N)=C(N)N(N(C)C)C3=C2C(=O)CCC3)cc1 (centres undefined) ?
OX1R antag-1: -18.0; OX1R antag-2: -0.1

Results for CN(C)NC(=O)c1csnc1-c1c(Cl)cccc1Cl ?
OX1R antag-1: -9.5; OX1R antag-2: 0.4

Results for CN(Cc1ccccc1)CC(O)COc1ccc(CNCCOc2cccnc2)cc1 (centres undefined) ?
OX1R antag-1: -29.6; OX1R antag-2: 27.1

What do the screens show for `COc1cccc(-c2nn3c(-c4ccccn4)nnc3s2)c1`?
OX1R antag-1: -25.0; OX1R antag-2: 25.1

Results for CC(=O)c1cccc(NC(=O)CN(C)Cc2ccc(OC(F)F)cc2)c1 ?
OX1R antag-1: -19.7; OX1R antag-2: 15.1

Results for CCOc1ccc(CNC(=O)c2cc3oc4ccccc4c3n2C)cc1 ?
OX1R antag-1: -29.8; OX1R antag-2: 15.1

What do the screens show for `Cc1ccc(C(c2nnnn2CCC(C)C)N2CCN(C)CC2)cc1` (centres undefined)?
OX1R antag-1: -28.7; OX1R antag-2: 7.4

Results for Cc1cc(C)c2cc(C(=O)N3CCC(C(=O)c4ccc(F)cc4)CC3)[nH]c2c1 ?
OX1R antag-1: -34.7; OX1R antag-2: 6.8

How did C=CCn1c(SCc2ccc(C#N)cc2)nnc1-c1ccccc1 do in these assays?
OX1R antag-1: -22.8; OX1R antag-2: 9.9

Results for COc1ccc(OC)c(NC(=O)COc2coc(CN3CCc4ccccc43)cc2=O)c1 ?
OX1R antag-1: -26.2; OX1R antag-2: 8.1

Results for O=C(NCCN1CCOCC1)c1cc(Sc2cccc(Cl)c2)nc2ccccc12 ?
OX1R antag-1: -31.6; OX1R antag-2: 28.7

How did COc1ccc(CCNC(=O)CC2C(=O)NCCN2CC(C)(C)C)cc1 (centres undefined) do in these assays?
OX1R antag-1: -44.0; OX1R antag-2: 45.8

Results for CCOc1ccc(S(=O)(=O)Nc2ccc(C(=O)N3CC(C)OC(C)C3)cc2)cc1 (centres undefined) ?
OX1R antag-1: 11.9; OX1R antag-2: 7.2

How did O=C(O)CCN(CCC(=O)O)c1ccccc1 do in these assays?
OX1R antag-1: -7.7; OX1R antag-2: 30.1

Results for CCOP(=O)(OCC)/C(C#N)=C/c1c[nH]c2ccccc12 ?
OX1R antag-1: -11.8; OX1R antag-2: 7.0

How did Cc1ccc(-n2c(=O)cc(N3CCCCCC3)[nH]c2=O)cc1 do in these assays?
OX1R antag-1: -18.1; OX1R antag-2: 13.5

Results for CN1C(=O)S/C(=C/c2ccc(OCc3cccc(C(=O)O)c3)cc2)C1=O ?
OX1R antag-1: -4.4; OX1R antag-2: 7.5

Results for Cc1ccc(SCC(=O)N(C)C2CCS(=O)(=O)C2)c(C)c1 (centres undefined) ?
OX1R antag-1: -11.1; OX1R antag-2: 3.5

What do the screens show for `O=C(c1nc2ccc(Cl)cn2c1CNCCn1ccnc1)N1CCCCCCC1`?
OX1R antag-1: -20.6; OX1R antag-2: 9.9

Results for O=C(Nc1ccc(S(=O)(=O)N2CCOCC2)cc1)c1ccc(=O)[nH]c1 ?
OX1R antag-1: -4.4; OX1R antag-2: 4.8

Results for Cc1ccc(C)c(S(=O)(=O)Nc2nc3ccc(S(N)(=O)=O)cc3s2)c1 ?
OX1R antag-1: -5.5; OX1R antag-2: 13.7

What do the screens show for `CCOC(=O)CC(NC(=O)c1ccc(C)cc1)c1ccc(C)cc1` (centres undefined)?
OX1R antag-1: -17.0; OX1R antag-2: 5.5

What do the screens show for `COc1ccc(C(CNC(=O)C2CC(=O)N(Cc3ccc(C)cc3)C2)N(C)C)cc1` (centres undefined)?
OX1R antag-1: -22.1; OX1R antag-2: 11.5

What do the screens show for `CCN(CC)S(=O)(=O)c1ccc(N2CCOCC2)c(NC(=O)C23CC4CC(CC(Cl)(C4)C2)C3)c1`?
OX1R antag-1: -33.5; OX1R antag-2: 4.0

Results for O=C(CNC(=O)c1cccnc1)N=Nc1c(O)[nH]c2c(Br)cc(Br)cc12 ?
OX1R antag-1: -4.2; OX1R antag-2: 6.4

How did Cc1cc(C)n2nc(C(=O)Nc3ccc(S(=O)(=O)N4CCCC4)cc3)nc2n1 do in these assays?
OX1R antag-1: -15.5; OX1R antag-2: -1.4

How did CC(NC(=O)CSc1nnc(-c2cccc(S(=O)(=O)N3CCCCC3)c2)o1)C12CC3CC(CC(C3)C1)C2 (centres undefined) do in these assays?
OX1R antag-1: -56.9; OX1R antag-2: 0.1

What do the screens show for `O=C(Cc1ccccc1F)c1ccc(O)cc1O`?
OX1R antag-1: -12.0; OX1R antag-2: 13.1

How did COc1ccc(CN2CCC(CNS(=O)(=O)c3cccc(C(F)(F)F)c3)CC2)cc1 do in these assays?
OX1R antag-1: -16.6; OX1R antag-2: 10.4

What do the screens show for `CCc1cc(=O)oc2cc(C)cc(OCC(=O)N[C@@H](CSCc3ccccc3)C(=O)O)c12`?
OX1R antag-1: 9.2; OX1R antag-2: 24.8

Results for CCCCOC(=O)Nc1ccc(S(=O)(=O)Nc2nccs2)cc1 ?
OX1R antag-1: -3.6; OX1R antag-2: 17.2

How did COC(=O)C1=C(C)NC(=O)NC1c1cccc(OC)c1OCc1ccccc1 (centres undefined) do in these assays?
OX1R antag-1: -25.5; OX1R antag-2: 19.2

How did c1ccc(Cn2nnc(-c3ccccc3)n2)cc1 do in these assays?
OX1R antag-1: -18.1; OX1R antag-2: 13.8

Entries from the list above that have a tert-butyl group:
What do the screens show for `CC(C)(C)C(=O)COC(=O)c1ccc(N)c([N+](=O)[O-])c1`?
OX1R antag-1: -0.6; OX1R antag-2: 19.3

What do the screens show for `CC(C)(C)c1ccc(-c2cc(C(=O)NNC(=O)Nc3ccccc3)c3ccccc3n2)cc1`?
OX1R antag-1: -32.7; OX1R antag-2: 32.2

How did COc1cc(/C=C2/SC(=S)N(CC(=O)NC(C)(C)C)C2=O)cc(OC)c1OC do in these assays?
OX1R antag-1: -20.4; OX1R antag-2: 22.0

What do the screens show for `Cc1ccc(Cn2cnc3c(cnn3C(C)(C)C)c2=O)cc1`?
OX1R antag-1: -25.1; OX1R antag-2: 1.8

How did COc1ccc(CCNC(=O)CC2C(=O)NCCN2CC(C)(C)C)cc1 (centres undefined) do in these assays?
OX1R antag-1: -44.0; OX1R antag-2: 45.8

Further entries.
Results for CC1Cc2ccccc2N1C(=O)COc1nc2ccccc2nc1N1CCOCC1 (centres undefined) ?
OX1R antag-1: -8.6; OX1R antag-2: 17.2

Results for COc1ccc(S(=O)(=O)NCc2ccc(C(=O)NCCCN3CC(C)CC(C)C3)cc2)cc1 (centres undefined) ?
OX1R antag-1: -14.8; OX1R antag-2: 5.1

Results for CCOC(=O)c1cccc(NC(=O)c2ccc(F)cc2F)c1 ?
OX1R antag-1: -20.6; OX1R antag-2: 16.8

What do the screens show for `COc1ccc(NS(=O)(=O)c2ccc(C)c(NC(=O)C3CCCO3)c2)cc1` (centres undefined)?
OX1R antag-1: 3.6; OX1R antag-2: -0.7

What do the screens show for `Cc1noc(C)c1COc1ncnc2ccccc12`?
OX1R antag-1: -15.4; OX1R antag-2: 9.9

Results for c1ccc(-c2ccc(CN3C[C@@H]4C(c5ccccc5)C5(c6ccccc6)CC4(C5)[C@H]3c3ccccc3)cc2)cc1 (some centres undefined) ?
OX1R antag-1: -17.9; OX1R antag-2: 8.1

How did CCN(c1ccccc1)S(=O)(=O)c1ccc(OC)c(NC(=O)C2CC2)c1 do in these assays?
OX1R antag-1: -16.1; OX1R antag-2: 8.0

Results for O=C(Nc1cccc2ccccc12)NC1CCS(=O)(=O)C1 (centres undefined) ?
OX1R antag-1: -1.6; OX1R antag-2: 7.2

What do the screens show for `COC(=O)NNC(=O)c1ccccc1OC`?
OX1R antag-1: 3.1; OX1R antag-2: 16.9

What do the screens show for `CCOc1ccc(S(=O)(=O)Nc2cc(OC)c(OC)cc2C(=O)O)cc1`?
OX1R antag-1: -3.6; OX1R antag-2: 1.0

Results for COc1ccc(-n2nc(C(=O)NCC(=O)N(C)Cc3ccccc3)c3ccccc3c2=O)c(OC)c1 ?
OX1R antag-1: -7.7; OX1R antag-2: 1.4

How did Cn1c(CSCc2ccc(Cl)cc2)nnc1SCC(=O)Nc1nc2ccccc2s1 do in these assays?
OX1R antag-1: -12.2; OX1R antag-2: 8.8

Results for COc1ccc(CNC(=O)CSc2nc3ccc(C)cc3[nH]2)cc1 ?
OX1R antag-1: -45.9; OX1R antag-2: 12.8

How did CSc1ccccc1C(=O)Nc1cc(C)cc(C)c1 do in these assays?
OX1R antag-1: -14.1; OX1R antag-2: 12.2

How did COc1ccccc1/C=C/C(=O)Nc1cccc(S(=O)(=O)N2CCOCC2)c1 do in these assays?
OX1R antag-1: -5.2; OX1R antag-2: 9.8

Results for Cc1ccc(C)c(S(=O)(=O)c2c[nH]c(=S)[nH]c2=O)c1 ?
OX1R antag-1: -14.3; OX1R antag-2: 6.0

Results for COc1ccc(N2C(=O)CC(c3ccccc3)CC2=O)cc1 ?
OX1R antag-1: -11.1; OX1R antag-2: 7.2

Results for Cn1nc(C(=O)OCC(=O)Nc2ccccc2OC(F)F)c2ccccc2c1=O ?
OX1R antag-1: 8.0; OX1R antag-2: -1.9

What do the screens show for `CC(C)(C)NCc1ccc(OCc2cccs2)cc1`?
OX1R antag-1: -26.3; OX1R antag-2: 13.8

How did Oc1ccccc1C=NCCN=Cc1ccccc1O do in these assays?
OX1R antag-1: 0.8; OX1R antag-2: 8.0

Results for COc1ccc(-n2ncc3c2CC(C)(C)CC3NC(=O)CCN2CCCC2=O)cc1 (centres undefined) ?
OX1R antag-1: -20.8; OX1R antag-2: 7.8

Screens as filed in PubChem.
